High-throughput results (PubChem)
KDM4E inh – blocks human JMJD2E demethylase activity; B2RXH2; JMJD2E catalytic domain, FDH-coupled NADH fluorescence (FDH is formaldehyde dehydrogenase); Potency, µM (titrated, usually from 57.1 µM), for inactives: at the top dose activity change, negative = inhibition, most hits filed as inhibitors; actives 1.6% (n = 230,000); AID 2147; active = well fitted inhibition curve with a large enough effect, not every such curve was filed as active; inconclusive = small, poorly fitted or top-dose-only effect, or another doubt; inactive = no such curve, though single readings can be large or run the other way;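 also: 0% = wells with enzyme and -100% = buffer wells without enzyme; nearly all actives have a fitted effect of over 50% in size; many of its hits are not listed in these tables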
ALDH1A1 block – blocks purified human ALDH1A1 activity; actives 7.3% (n = 220,000); AID 1030; P00352; Purified ALDH1A1, NADH fluorescence, propionaldehyde substrate; Potency, µM (series often up to 75.3 µM), for the others: top-dose activity, negative = inhibition, actives largely listed as inhibitors; active = well fitted inhibition curve with a large enough effect, not every such curve was filed as active; inconclusive = small, poorly fitted or top-dose-only effect, or another doubt; inactive = no such curve, though single readings can be large or run the other way;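 also: plate controls were no enzyme wells and a reference inhibitor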
Target sequence (P00352 whole entry, looked up): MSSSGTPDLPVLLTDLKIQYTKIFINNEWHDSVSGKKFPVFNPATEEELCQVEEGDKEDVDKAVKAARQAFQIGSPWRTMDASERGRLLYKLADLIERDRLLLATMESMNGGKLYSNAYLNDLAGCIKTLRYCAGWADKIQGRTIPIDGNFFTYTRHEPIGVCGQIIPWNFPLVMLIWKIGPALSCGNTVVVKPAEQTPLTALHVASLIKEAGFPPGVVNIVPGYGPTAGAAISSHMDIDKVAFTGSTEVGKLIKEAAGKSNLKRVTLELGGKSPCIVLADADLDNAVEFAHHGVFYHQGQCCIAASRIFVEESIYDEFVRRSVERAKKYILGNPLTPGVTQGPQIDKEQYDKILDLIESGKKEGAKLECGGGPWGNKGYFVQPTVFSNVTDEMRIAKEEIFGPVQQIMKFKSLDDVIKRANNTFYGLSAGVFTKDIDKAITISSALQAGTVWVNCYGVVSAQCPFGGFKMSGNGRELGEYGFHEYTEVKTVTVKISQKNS
TRb-SRC2 inh – inhibitors of human thyroid hormone receptor beta-SRC2 interaction | P10828 | actives 0.065% (n = 280,000) | TRbeta-SRC2 peptide binding, fluorescence polarization; receptor liganded with 1 µM T3 | Potency, µM (series often up to 106 µM), without a hit: at the highest dose activity change, negative = inhibition, most hits filed as inhibitors;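 also: plate controls were bound peptide for no effect and peptide without receptor for full effect; nearly all actives have a fitted effect of over 50% in size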
Target sequence (P10828 whole entry, looked up): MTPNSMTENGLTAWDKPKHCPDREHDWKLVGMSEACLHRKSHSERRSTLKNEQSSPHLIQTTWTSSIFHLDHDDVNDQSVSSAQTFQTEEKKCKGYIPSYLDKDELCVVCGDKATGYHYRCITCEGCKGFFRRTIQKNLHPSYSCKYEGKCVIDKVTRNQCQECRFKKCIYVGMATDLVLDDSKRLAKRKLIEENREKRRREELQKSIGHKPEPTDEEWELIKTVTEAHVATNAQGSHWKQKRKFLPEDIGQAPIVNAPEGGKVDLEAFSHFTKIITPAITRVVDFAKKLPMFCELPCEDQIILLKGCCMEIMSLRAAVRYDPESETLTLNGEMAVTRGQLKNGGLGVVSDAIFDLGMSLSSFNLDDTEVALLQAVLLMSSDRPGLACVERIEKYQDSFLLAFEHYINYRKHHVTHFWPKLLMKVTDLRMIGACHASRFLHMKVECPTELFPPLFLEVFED
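Human TRb ligand-binding domain (0.6 uM) is mixed with 20 nM Texas Red SRC2 peptide and 1 uM T3; after compound addition and 5 hr at ambient temperature, polarization is measured and normalized to unbound and bound controls.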
LMNA splice mod – LMNA splicing modulation; HeLa LMNA splicing GFP/RFP minigene ratio, 48 h; Potency, µM (top dose mostly 46.1 µM), for inactives: at the top dose ratio change, negative = inhibition, actives largely listed as inhibitors; actives 0.01% (n = 200,000); AID 1487; active = well fitted inhibition curve with a large enough effect in the signal ratio, with a control signal flat, not every such curve was filed as active; inconclusive = small, poorly fitted or top-dose-only effect, or effect the other way, or a change in a side signal; the % refers to the signal ratio; also: % is scaled to controls: 0 for no effect and ±100 for the full control effect
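S3 HeLa stable clones carrying a lamin A-EGFP splicing minigene plus DsRed2 were seeded at 600 cells/well in Opti-MEM with 2% FBS, pin-dosed and incubated 48 h at 37°C. Acumen cytometry (488 nm) gave the GFP/RFP total-intensity ratio.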
RGS12 GoLoco inh – RGS12 GoLoco-Gai1 interaction inhibition; P63096; Gai1:RGS12 GoLoco peptide FP, rhodamine, 10 min; Potency, µM (top dose mostly 61.6 µM), without a hit: at the highest dose activity, negative = inhibition, most hits filed as inhibitors; actives 0.44% (n = 230,000); active = well fitted inhibition curve with a large enough effect, not every such curve was filed as active; inactive = no such curve, though single readings can be large or run the other way; also: % is scaled to controls: 0 for no effect and ±100 for the full control effect; nearly all actives have a fitted effect of over 30% in size; many of its hits are not listed in these tables
RECQ1 inh – blocks DNA unwinding by human RECQ1. RECQ1 DNA unwinding, red fluorescence kinetic read. Potency, µM (highest dose often 57.3 µM), without a hit: at the top dose activity, negative = inhibition, hits mostly inhibitors. actives 0.54% (n = 240,000). AID 2549;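 also: plate controls were vehicle for no effect and no enzyme for full effect; nearly all actives have a fitted effect of over 30% in size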
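50 nM RECQ1T1 preincubated 15 min with compound in Tris pH 8.0 buffer with MgCl2, DTT, Tween-20 and 2.5 ug/ml poly(dI-dC); started with 200 nM TAMRA/BHQ-2 forked duplex and 2 mM ATP. Unwinding read as fluorescence (525/598 nm), two reads 2 h apart.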
TR SRC2 fluor cs – alters Texas Red total fluorescence, flagging assay interference | TRb/SRC2 Texas Red total fluorescence interference | Potency, µM (titrated, usually from 106 µM), for the others: top-dose fluorescence change, negative = quenching | actives 0.29% (n = 280,000) | AID 1479; active = well fitted curve in either direction with a large enough effect; inconclusive = small, poorly fitted or top-dose-only effect; also: % is scaled to controls: 0 for no effect and ±100 for the full control effect
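Flags fluorescent or light-absorbing compounds by total fluorescence, S + 2P, at 555 nm excitation and 632 nm emission. Mixture: 20 nM Texas Red SRC2 peptide, 0.6 uM human TRb LBD, 1 uM T3, 5% DMSO; compound exposure 5 h at ambient temperature.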
SMN2 splice enh – enhancers of SMN2 splice variant expression | actives 2.8% (n = 210,000) | Potency, µM (highest dose often 46.1 µM), without a hit: at the top dose activity change, positive = activation, usual class: activators | HEK293 SMN2-luciferase splicing reporter, luminescence, 30-36 h; also: % of control where 0% means no effect; nearly all actives have a fitted effect of over 55% in size
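qHTS luciferase splicing reporter: luminescence rises when SMN2 exon 7 is included in transfected HEK293 cells. Compound exposure lasted 30-36 h at 37C, with 4.5 mM final sodium butyrate as control, followed by a ONE-Glo read.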
Numbers without * were called inactive; i = inactive; ? = inconclusive; · = not tested or not shown; & = joins results of further samples; [ ] = another dose, or the depositor's remark. Unless noted, calls follow the shape of the dose curve; as a rule, active = well fitted curve in the direction sought with a large enough effect; inconclusive = small, poorly fitted or top-dose-only effect, or another doubt; inactive = no such curve, though single readings can be large; an effect the other way counts as inactive or inconclusive. Potency is read from the fitted curve at half-maximal effect. A portion of the library; the hit share may differ from the screen's.

Labels used below – A = KDM4E inh; B = ALDH1A1 block; C = TRb-SRC2 inh; D = LMNA splice mod; E = RGS12 GoLoco inh; F = RECQ1 inh; G = TR SRC2 fluor cs; H = SMN2 splice enh
SMILES: COc1ccnc(Oc2ccc3ccccc3c2)c1C#N
  A = -7%	B = 3%	C = 12%	D = 13%	E = -2%	F = -3%	G = 0%	H = 9%

SMILES: CC(SC1CCCC1)C(=O)Nc1ccnn1C(C)C (stereo not drawn)
  A = 3%	B = 9%	C = 0%	D = 2%	E = -3%	F = 0%	G = 1%	H = -25%

SMILES: Cc1nn(C(C)(C)C)c(NC(=O)c2ccc(Cl)cc2Cl)c1Br
  A = -2%	B = ·	C = -5%	D = ·	E = 2%	F = i	G = -4%	H = ·

SMILES: O=C(N/N=C/c1ccccc1)c1ccc(OCc2ccccc2)cc1
  A = ?	B = -94%	C = 9%	D = ·	E = 2%	F = 1%	G = -2%	H = -23%

SMILES: COc1ccc(N(C(=O)c2ccco2)S(=O)(=O)c2ccc(F)cc2)cc1
  A = -5%	B = -1%	C = -4%	D = -5%	E = 9%	F = -1%	G = -1%	H = -10%

SMILES: CN1C(=O)N(C)C2(C)CC1(C)N(C)C(=O)N2C
  A = 2%	B = ·	C = -2%	D = ·	E = 4%	F = -15%	G = -1%	H = ·

SMILES: Cc1ccccc1CNC(=O)Nc1cccs1
  A = 10%	B = ?	C = 1%	D = -1%	E = 8%	F = 1%	G = 1%	H = 15%

SMILES: CN(C(=S)NC1=CCS(=O)(=O)C1)C1CCCCC1
  A = 10%	B = ?	C = -7%	D = -1%	E = -11%	F = i	G = -5%	H = 3%

SMILES: Cc1ccc(/C(COc2ccccc2O)=N\O)cc1
  A = 3%	B = 9%	C = 6%	D = 4%	E = -10%	F = i	G = 2%	H = 3%

SMILES: O=C(Cc1cccs1)NNC(=O)C12CC3CC(CC(C3)C1)C2
  A = -3%	B = -5%	C = -3%	D = 0%[46 µM]	E = 10%	F = 0%	G = -9%	H = -5%

SMILES: CC/C(=N\NC(=S)Nc1cc(C)ccc1C)c1ccc(OC(F)F)cc1
  A = ?	B = ?	C = 3%	D = ?	E = 2%	F = -4%	G = -2%	H = -7%

SMILES: CCOc1ccc(Cl)cc1S(=O)(=O)N1CCCC1
  A = 2%	B = 9%	C = 4%	D = 9%	E = -11%	F = -11%	G = 0%	H = 5%

SMILES: Cc1c(Cc2ccccc2)c(=O)oc2c(O)c(O)ccc12
  A = 3.2µM*	B = -5%	C = -8%	D = ·	E = 13%	F = i	G = -2%	H = ?

SMILES: O=C(/C=C/c1ccc(Br)cc1)c1ccc(NC2=NCCCS2)cc1
  A = 6%	B = 12%	C = 1%	D = ?	E = 17%	F = 1%	G = 0%	H = ·

SMILES: O=C(Cn1nc(C(=O)O)c2ccccc2c1=O)Nc1ccc2c(c1)OCO2
  A = 0%	B = 10%	C = -2%	D = ·	E = 7%	F = i	G = 2%	H = ·

SMILES: COC(=O)NNC(=O)C1CCC(C)CC1 (stereo not drawn)
  A = 5%	B = 13%	C = 10%&3%	D = 0%	E = 6%	F = -5%	G = -1%&0%	H = 1%&-24%

SMILES: CCOC(=O)c1c(N)c2cc([N+](=O)[O-])cnc2n1C
  A = 4%	B = ·	C = 2%	D = ·	E = 8%	F = i	G = -1%	H = ·

SMILES: COc1cc(OC)cc(C(=O)NNC(=S)Nc2ccccc2OC)c1
  A = 1%	B = 22µM*	C = 3%	D = 9%	E = 6%	F = 3%	G = -3%	H = 6%

SMILES: Cc1cccc2cc(C3CC(c4ccco4)=NN3C(=O)CCC(=O)O)c(Cl)nc12 (stereo not drawn)
  A = -8%	B = -6%	C = -6%	D = ?	E = 8%	F = -10%	G = 0%	H = -6%

SMILES: O=[N+]([O-])c1ccc(N2CCNCC2)c(S(=O)(=O)N2CCOCC2)c1
  A = 8%	B = 3%	C = -2%	D = -9%	E = 1%	F = 0%	G = 0%	H = 5%

SMILES: Brc1ccccc1-c1nnc(COc2cccc3cccnc23)o1
  A = ?	B = ?	C = -13%	D = -14%	E = 11%	F = -5%	G = 1%	H = ?

SMILES: Cc1nc(C)c(C(=O)C2=C(O)C(=O)N(CCN3CCOCC3)C2c2cccnc2)s1 (stereo not drawn)
  A = ?	B = -3%	C = -29%	D = 9%	E = -5%	F = -12%	G = 1%	H = 1%

SMILES: Cc1cc(C)n(-c2cc(=O)n(C)c(=O)n2C)n1
  A = 6%	B = 1%	C = -6%	D = -5%	E = 3%	F = -2%	G = 0%	H = -4%

SMILES: COc1cc(CNn2c(C)n[nH]c2=S)cc(Br)c1OCc1ccc(F)cc1
  A = 5%	B = 28µM*	C = -1%	D = ?	E = 0%	F = -6%	G = -3%	H = -27%

SMILES: CC[C@@H](C)[C@@H](C(=O)N1CCNCC1)n1cc(CCC(=O)O)nn1
  A = 4%	B = 5%	C = -6%	D = ·	E = -1%	F = -14%	G = 0%	H = ·

SMILES: COc1ccc(OC)c(-c2oc3ccccc3c(=O)c2O)c1
  A = ?	B = 0%	C = -2%	D = 8%	E = 14%	F = -7%	G = -1%	H = ?

SMILES: CC(=O)Nc1ccc(NS(=O)(=O)c2c(Cl)cccc2Cl)cc1
  A = -9%	B = ·	C = -5%	D = ·	E = -1%	F = i	G = -5%	H = ·

Shown with two lines to a compound: six of the compounds above.
Results follow in this order: KDM4E inh | ALDH1A1 block | TRb-SRC2 inh | LMNA splice mod | RGS12 GoLoco inh | RECQ1 inh | TR SRC2 fluor cs | SMN2 splice enh
COC(=O)NNC(=O)C1CCC(C)CC1 (stereo not drawn)
 : 5% | 13% | 10%&3% | 0% | 6% | -5% | -1%&0% | 1%&-24%
Cc1cccc2cc(C3CC(c4ccco4)=NN3C(=O)CCC(=O)O)c(Cl)nc12 (stereo not drawn)
 : -8% | -6% | -6% | ? | 8% | -10% | 0% | -6%
CC[C@@H](C)[C@@H](C(=O)N1CCNCC1)n1cc(CCC(=O)O)nn1
 : 4% | 5% | -6% | · | -1% | -14% | 0% | ·
Brc1ccccc1-c1nnc(COc2cccc3cccnc23)o1
 : ? | ? | -13% | -14% | 11% | -5% | 1% | ?
COc1ccc(N(C(=O)c2ccco2)S(=O)(=O)c2ccc(F)cc2)cc1
 : -5% | -1% | -4% | -5% | 9% | -1% | -1% | -10%
COc1ccc(OC)c(-c2oc3ccccc3c(=O)c2O)c1
 : ? | 0% | -2% | 8% | 14% | -7% | -1% | ?

3 structures already listed, sorted by heavy-atom count, high to low.
Labels used below – A = KDM4E inh; B = ALDH1A1 block; C = TRb-SRC2 inh; D = LMNA splice mod; E = RGS12 GoLoco inh; F = RECQ1 inh; G = TR SRC2 fluor cs; H = SMN2 splice enh
SMILES: O=C(Cn1nc(C(=O)O)c2ccccc2c1=O)Nc1ccc2c(c1)OCO2
  A = 0%	B = 10%	C = -2%	D = ·	E = 7%	F = i	G = 2%	H = ·

SMILES: COc1ccc(N(C(=O)c2ccco2)S(=O)(=O)c2ccc(F)cc2)cc1
  A = -5%	B = -1%	C = -4%	D = -5%	E = 9%	F = -1%	G = -1%	H = -10%

SMILES: CC(=O)Nc1ccc(NS(=O)(=O)c2c(Cl)cccc2Cl)cc1
  A = -9%	B = ·	C = -5%	D = ·	E = -1%	F = i	G = -5%	H = ·

Look-ups from the results shown:
`CCOc1ccc(Cl)cc1S(=O)(=O)N1CCCC1` in TRb-SRC2 inh → 4%
`CC(SC1CCCC1)C(=O)Nc1ccnn1C(C)C` (stereo not drawn) in SMN2 splice enh → -25%
`COc1ccc(OC)c(-c2oc3ccccc3c(=O)c2O)c1` in RGS12 GoLoco inh → 14%
`COc1cc(CNn2c(C)n[nH]c2=S)cc(Br)c1OCc1ccc(F)cc1` in RECQ1 inh → -6%
